Screening results deposited in PubChem by Broad Institute.
Cneo AK release – Cryptococcus neoformans lysis via adenylate kinase release | lysis activity, % at 15 µM | C. neoformans lysis, adenylate kinase release luminescence, 4 h; normalised: neutral wells 0, clomiphene wells 100 | AID 651654 | 360,000 compounds, 0.2% hits;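 active = mean lysis activity across replicates of at least 80%, whatever share of replicates individually reach that level; inactive = mean lysis activity below 80%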
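read-out = cell lysis signal | test system = log-phase Cryptococcus neoformans yeast cells | input = cells at 5 × 10^6 per mL | medium = fresh YPD growth medium | signal = luminescent adenylate kinase detection reagent | timing = 4 h at 37 °C static, read 1 h later | dosing = single dose | controls = Clomiphene as positive lysis control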
miR122 inh – blocks miR-122 activity in Huh7 sensor cells | Huh7 miR-122 Renilla luciferase sensor, 48 h; neutral wells = 0, positive control = 100 | activation (reporter increase), % at 12.5 µM | 340,000 compounds, 0.3% hits | AID 602342;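 active = mean replicate activation score at least 90 and every replicate individually at or above 90; inconclusive = only one of the two criteria met; inactive = neither criterion met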;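 note: higher luciferase means less miR-122 activity so hits act as miR-122 inhibitors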
PGC1a acetyl inh – PGC1a acetylation modulation, inhibitor mode; AID 651687; inhibition, % at 15.6 µM; 350,000 compounds, 0.17% hits; U2OS PGC1a acetylation, AlphaScreen anti-acetyl-lysine; with virally co-expressed GCN5 acetyltransferase;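 active = every replicate shows inhibition of at least 40%; inconclusive = mean inhibition at least 40% but some replicate below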;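 note: 0% = neutral control wells and 100% = positive control wells; some results beyond the cut were filed as inactive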
An asterisk follows results filed as active; ? = inconclusive.

canonical_smiles | Cneo AK release | miR122 inh | PGC1a acetyl inh
CCOC(=O)C1CCN(CC(O)COc2ccc(C(C)(C)C)cc2)CC1 (stereo not drawn) | -1 | 2 | -6
Cc1c(NC(=O)CSc2nnnn2C)c(=O)n(-c2ccccc2)n1C | 4 | 1 | 7
Cc1cnc(C(=O)Nc2nccs2)cn1 | -1 | -2 | 5
Cc1ccc(C(=O)N/C(=C/c2ccco2)C(=O)Nc2cccc(C)c2)cc1 | -1 | 7 | -8
COc1ccc(OC)c(N2C(=O)CC(Cc3ccc(Cl)cc3)C2=O)c1 (stereo not drawn) | 3 | -8 | 9
FC(F)(F)C(F)(F)C(F)(F)c1nnc2ccc(N3CCOCC3)nn12 | 0 | -2 | -5
CC1CCN(C(=O)Cc2nn(C)c(=O)c3ccccc23)CC1 | 1 | 0 | 5
CCc1ccc(CN2CCC(C(=O)Nc3cccc(-c4nnc(C)s4)c3)CC2)o1 | -3 | 2 | -4
N#CCOC(=O)c1sccc1-n1cccc1 | 2 | 5 | -6
Cc1nc2ccc(S(=O)(=O)NCC(=O)NCCN3CCCCC3C)cc2s1 (stereo not drawn) | -1 | -4 | -9
CC(=O)c1ccc(N2CCN(C(=O)c3ccc(Br)cc3)CC2)c(F)c1 | 0 | 1 | 4
CCCCN=c1sc(C(=O)OC)cc(=O)n1CCCC | 1 | 0 | -1
COc1ccc(C2NC(=O)c3ccccc3O2)cc1OC (stereo not drawn) | 0 | -4 | 5
COc1cccc(C2CC(c3ccccc3Cl)n3ncnc3N2)c1 (stereo not drawn) | 2 | -10 | 7
C=CCNc1nnc(SC2CC(=O)N(c3ccc(OCCC)cc3)C2=O)s1 (stereo not drawn) | 9 | 2 | -12
Nc1nnnn1N=C1CCCCC1 | 5 | -10 | -5
CC1Cc2cc(/C(O)=C3/C(=O)C(=O)N(CCN4CCOCC4)C3c3cccc(Cl)c3)ccc2O1 (stereo not drawn) | 3 | 5 | -25
N#Cc1cc(N)ccc1Sc1ccc(Cl)cc1 | -2 | 1 | 6
Cc1nnc(NC(=O)c2c(F)c(F)c(F)c(F)c2F)s1 | 0 | 5 | -5
CC(C)C[C@H](NC(=O)NCc1ccc(Cl)cc1)C(=O)O | 5 | 39 | 3

Copied from the entries so far for reference:
canonical_smiles | Cneo AK release | miR122 inh | PGC1a acetyl inh
Nc1nnnn1N=C1CCCCC1 | 5 | -10 | -5
CC1Cc2cc(/C(O)=C3/C(=O)C(=O)N(CCN4CCOCC4)C3c3cccc(Cl)c3)ccc2O1 (stereo not drawn) | 3 | 5 | -25
N#Cc1cc(N)ccc1Sc1ccc(Cl)cc1 | -2 | 1 | 6
Cc1nnc(NC(=O)c2c(F)c(F)c(F)c(F)c2F)s1 | 0 | 5 | -5
CC(C)C[C@H](NC(=O)NCc1ccc(Cl)cc1)C(=O)O | 5 | 39 | 3

(further entries)
canonical_smiles | Cneo AK release | miR122 inh | PGC1a acetyl inh
CC(=O)c1cnc2c(-c3ccc(Cl)cc3)c(C)nn2c1C | -3 | -2 | -1
O=S(=O)(c1ccc2ccccc2c1)N(CC(O)CN1CCOCC1)c1ccccc1 (stereo not drawn) | -4 | 0 | -18
Cc1cc(Cl)ccc1Oc1ncnc2oc(-c3ccccc3)cc12 | -3 | -5 | -1
COc1ccccc1C1CC(c2ccc(F)cc2)Nc2ncnn21 (stereo not drawn) | -1 | -7 | 6
O=C(Nc1ccccc1C(=O)O)c1cc(S(=O)(=O)N2CCCCC2)cs1 | -4 | -6 | -15
CCOC(=O)c1cc(C)n(-c2ccc(OC)c(OC)c2)c1C | 0 | 0 | 0
CCOC(=O)N1CCC(NC(=O)C2CCCN2C(=O)OCc2ccccc2)CC1 (stereo not drawn) | -1 | 1 | 1
CNc1nc(-c2c[nH]c3ccccc23)cs1 | -2 | 5 | -7
CCN(CC(=O)Nc1ccc2c(c1)OCCO2)CC(=O)Nc1cc(C)on1 | 4 | -2 | 3
CCOc1ccc(C2=C(C=Nc3c(C)n(C)n(-c4ccccc4)c3=O)C(c3ccc(F)cc3)c3ccccc3O2)cc1 (stereo not drawn) | -2 | -12 | -13
O=C(Cc1ccccc1)NC(NNc1ccccc1)(C(F)(F)F)C(F)(F)F | 0 | 3 | -1
CCC(C)n1cnc2c(c1=O)c1nc3ccccc3nc1n2Cc1ccccc1OC (stereo not drawn) | 4 | 1 | -7
COc1cc2cc(C(N)=O)c(N)nc2cc1OC | 3 | -5 | 10
Cc1nn(CC(O)Cn2cnc3c2c(=O)n(C)c(=O)n3C)c(C)c1Br (stereo not drawn) | -2 | -8 | -17
Cn1nnnc1SCC(=O)Nc1ccccc1Cl | 1 | 25 | 1
CC(=O)c1cccc(NC(=O)c2c(F)c(F)c(F)c(F)c2F)c1 | -7 | -5 | 8
CC(CN1CCOCC1)OC(=O)c1ccc(Br)cc1 (stereo not drawn) | 6 | -10 | -4
COc1ccc(-n2ncc3c(=O)n(CC(=O)N4CCCc5ccccc54)cnc32)cc1 | -1 | 4 | -2
CCn1c(SCC(=O)Nc2oc(C)c3c(C)n[nH]c(=O)c23)nc2sc(C)c(C)c2c1=O | -1 | -2 | 7
CCN1CCN(CCCNC(=O)c2ccc(/C=C3/Oc4ccccc4N(Cc4cccc(C)c4)C3=O)cc2)CC1 | 27 | 8 | -2

(next part)
canonical_smiles | Cneo AK release | miR122 inh | PGC1a acetyl inh
COc1ccccc1NC(=S)NCCc1ccc(Cl)cc1 | 12 | 2 | -4
O=C(O)CCC(=O)Nc1ccccc1N1CCOCC1 | 4 | -2 | -8
CCOC(=O)c1ccc2cccc(C)n2c1=O | -7 | -7 | -7
Cc1ccc(F)cc1NC(=O)c1ccc2c(c1)OCO2 | -6 | -8 | 15
CC1=CC(c2ccc(Cl)cc2)n2nc(N3C(=O)CCC3=O)nc2N1 (stereo not drawn) | 0 | 9 | 13
Cc1nc(NCCCn2ccnc2)c2oc3ccccc3c2n1 | -3 | 0 | -1
c1nc2sc3c(c2c2nnnn12)CCCC3 | 4 | -4 | 6
Cc1sc2c(=O)n3c(nc2c1C(=O)NC1CCCCC1)CCCCC3 | 3 | -5 | 13
Cn1c(CSc2ncn[nH]2)nc2ccccc21 | -2 | -2 | -21
CCOc1ccc(/C=C/[N+](=O)[O-])c2ccccc12 | -1 | 12 | -38
O=c1ncn(-c2ccc(F)cc2)c2ncccc12 | 0 | -4 | 7
CC(=O)Nc1ccc(S(=O)(=O)N2CCC(c3nnc(-c4ccc(C)cc4)o3)CC2)cc1 | -1 | 6 | 1
CC1=C(C(=O)OCC2CCCO2)C(c2ccncc2)C2=C(CCCC2=O)N1 (stereo not drawn) | -1 | -4 | 18
CCCCOC(=O)C1CCCC(C(=O)OCCCC)N1 (stereo not drawn) | 0 | -12 | 10
Oc1ccc2ccccc2c1N=Nc1ccccn1 | 3 | -1 | -1
O=C(NCc1ccccc1)C1CC(=O)N(c2ccc(OCC(=O)N3CCCC3)cc2)C1 (stereo not drawn) | 1 | -1 | 6
O=S(=O)(c1cnccc1N1CCN(/N=C/c2ccccc2)CC1)N1CCCCC1 | 5 | 2 | ?
COc1ccc(-c2nc3ccccc3o2)cc1NC(=O)c1ccc(Br)o1 | 0 | 7 | 39
Cc1ccc(OCCCC(=O)Nc2ccc(N3CCOCC3)cc2)c(C)c1 | -1 | 2 | 3
CCC(=O)Nc1ccc(NC(=O)c2ccccc2Cl)nc1 | 0 | -6 | -3

The results go on.
canonical_smiles | Cneo AK release | miR122 inh | PGC1a acetyl inh
CC1CN(C(=O)c2c([N+](=O)[O-])cnn2C)CC(C)O1 (stereo not drawn) | -1 | 1 | -4
COc1ccc2nc(SCC(N)=O)cc(C)c2c1 | -1 | -7 | -35
COC(=O)C1C2C=CC3(CN(c4cccc(C)c4)C(=O)C13)O2 (stereo not drawn) | -1 | 7 | 3
CCn1nccc1C(=O)Nc1cc(Cl)ccc1Cl | 1 | -15 | -40
O=c1oc(Nc2cccc(F)c2)nc2ccccc12 | -6 | 0 | 10
CC/C(=N\NC(=O)c1ccc(-c2ccccc2)cc1)C12CC3CC(CC(C3)C1)C2 | 3 | -2 | -2
COc1ccc(/C=C/C(=O)c2cc(Br)ccc(=O)c2O)cc1 | -2 | 7 | -2
COC(=O)C1=C(C)N(Cc2ccccc2)C(=NCc2ccccc2)N[C@H]1c1cccc(C(F)(F)F)c1 | 24 | 0 | 1
CCn1c(SCC(=O)C(C)(C)C)nnc1-c1ccccc1OC | 0 | 5 | 7
CC(=O)c1cccc(NC(=O)N2CCCC2C(=O)Nc2cccc(C)c2)c1 (stereo not drawn) | 1 | -1 | -15
Cc1cc(C)cc(SCc2noc(C(=O)NC(C)C)c2C(=O)NC(C)C)c1 | -3 | 14 | -2
C#CCOCCOCCOCCNc1nc(N2CCN(C(=O)CCCCCCCCCCNC(=O)[C@@H](CCC(=O)O)n3cc(CCCCCN)nn3)CC2)nc(N2CCN(C(=O)CCCCCCCCCCNC(=O)[C@H](CO)n3cc(CCCSC)nn3)CC2)n1 | 4 | -5 | -20
Cc1ccc(NC(=O)c2noc3c2CCCCC3)cc1C | 2 | -16 | -4
CCSc1nc2ccccc2c(=O)n1OCC(=O)OC | 5 | -5 | 0
Cc1cc(NC(=O)CCC(=O)N(Cc2cccs2)C(C(=O)NC2CCCC2)c2ccccc2)no1 (stereo not drawn) | 3 | -7 | 1
Cc1cc(N2CCN(C(=O)c3ccco3)CC2)n2nc(-c3cccc(F)c3)cc2n1 | 0 | -3 | 6
Cc1ccc(C(=O)CSc2nnc(-c3ccco3)n2CC2CCCO2)cc1 (stereo not drawn) | -2 | -3 | -10
COc1cc2oc3ccccc3c2cc1N(CC(=O)N1CCCCC1)S(=O)(=O)c1ccc(C)cc1 | 5 | -14 | -18
COc1ccc(-n2nnc3c(=O)n(Cc4cc(C)ccc4C)cnc32)cc1 | -1 | 2 | 8
CNc1nnc(CSc2nc(C)cc(C)n2)s1 | 3 | -7 | -9

(more compounds)
canonical_smiles | Cneo AK release | miR122 inh | PGC1a acetyl inh
O=C(Cn1c(SCC(=O)NC2CCCC2)nnc1-c1ccncc1)Nc1ccc2c(c1)OCO2 | 2 | 9 | -11
CC1(c2ccccc2)CC(c2ccccc2)=Nc2ccccc2N1 (stereo not drawn) | -2 | -6 | -5
COc1ccc2c(-c3ccc(OCCN4CCCCC4)cc3)c(-c3ccccc3OC)sc2c1 | 13 | 2 | -10
c1ccc(-c2nnc(CN3CCC4(CC3)OCCO4)o2)cc1 | -1 | 2 | 6
CC(c1ccco1)N(C(=O)C12CC3CC(CC(C3)C1)C2)c1ccccn1 (stereo not drawn) | 1 | 22 | -11
CCCCOc1ncnc2c1[nH]c1ccc(OCC)cc12 | 7 | -4 | 5
Nc1nc(NC(=O)Cc2ccccc2)nn1-c1ccccc1 | 0 | -23 | -2
CC(=O)c1ccc(OC(=O)C(CCS(C)(=O)=O)N2C(=O)c3ccccc3C2=O)cc1 (stereo not drawn) | 0 | -1 | -3
Cc1noc(C)c1S(=O)(=O)Nc1ccc(C(=O)NC2CCCCC2C)cc1 (stereo not drawn) | -4 | 2 | 0
CCC(C)NC(=O)CC(NS(=O)(=O)c1ccc(Cl)cc1)c1ccco1 (stereo not drawn) | -1 | 2 | 2
Cc1cc2c(cc1C)CSC(c1ccccc1OC(=O)C(C)C)SC2 | -6 | -2 | 14
COC(=O)C1=C(C)NC2=C(C1c1ccc(O)cc1)S(=O)(=O)c1ccccc12 (stereo not drawn) | -1 | 0 | -1
COc1ccc(Nc2nc3ccccc3n3nnnc23)cc1 | -2 | 4 | 11
O=C(CSc1nc(-c2ccco2)cc(C(F)(F)F)n1)Nc1ccc2c(c1)CCC2 | 1 | 7 | -7
CCOC(=O)c1sc(C)c2c(=O)n(CCc3ccccc3)nnc12 | -3 | 3 | 2
O=C(COC(=O)/C=C/c1cnc2ccccc2n1)NCC(F)(F)F | 0 | -4 | -20
CC1(c2ccccc2)CC(c2ccccc2)=Nc2nonc2N1 (stereo not drawn) | 0 | 2 | -47
CCOC(=O)CN(C(=O)Cn1nnc2ccccc21)C(C(=O)NCCOC)c1ccccc1C (stereo not drawn) | -3 | 2 | -2
CCN(CCCNC(=O)C1CCN(S(=O)(=O)N2CCC3(CC2)OCCO3)CC1)c1ccccc1 | 1 | 2 | -5
Cc1noc(C)c1COc1cccc(C(=O)OC(C)C(=O)Nc2ccc3c(c2)OCO3)c1 (stereo not drawn) | -4 | 8 | -4
COc1ccc(S(=O)(=O)CC(=O)c2cc3cccc(C)c3oc2=O)cc1 | -3 | 5 | -3
CCC(=O)N1CCN(c2ccc(Cl)cc2NC(=O)Cc2ccccc2)CC1 | -2 | 2 | -7
C[C@]12c3[nH]c4cc(-c5ccco5)ccc4c3CCN1C(=O)[C@@H](CC(=O)NCCC1=CCCCC1)C[C@@H]2C(=O)N1CCOCC1 | 1 | -7 | -11

These rows are one share of the data, so the mix of outcomes need not match the whole.
